# LYPLA1 counter: LYPLA1 inhibitors, primary screen, counter-screen for PME1 inhibitor project, biochemical, fluorescence polarization, FP-Rh probe ABPP; Acyl-protein thioesterase 1 (Homo sapiens), O75608; recombinant LYPLA1; inhibition, % at 5.9 µM; 0.16% of 320,000 active; AID 2174, 2009;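 active means inhibition above the mean of all tested compounds plus 3 SD, set per campaign, cut at about 14% in these data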;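 further: inhibitors block serine hydrolase probe labeling of LYPLA1 so polarization falls; 0% = enzyme with DMSO and 100% = wells lacking LYPLA1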
# PAFAH1B3 FP inh: PAFAH1B3 enzyme inhibitors, primary screen, biochemical, fluorescence polarization, human | inhibition, % at 3.39 µM | recombinant PAFAH1B3, FP-rhodamine probe | 0.28% of 340,000 active | Platelet-activating factor acetylhydrolase IB subunit alpha1 (Homo sapiens), Q15102;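 active means inhibition above the screen-wide average of all tested compounds plus 3 SD, cut at about 25% in these data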;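 further: 0% = enzyme with DMSO only and 100% = wells lacking PAFAH1B3 protein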
# Target sequence (Q15102 whole entry, looked up): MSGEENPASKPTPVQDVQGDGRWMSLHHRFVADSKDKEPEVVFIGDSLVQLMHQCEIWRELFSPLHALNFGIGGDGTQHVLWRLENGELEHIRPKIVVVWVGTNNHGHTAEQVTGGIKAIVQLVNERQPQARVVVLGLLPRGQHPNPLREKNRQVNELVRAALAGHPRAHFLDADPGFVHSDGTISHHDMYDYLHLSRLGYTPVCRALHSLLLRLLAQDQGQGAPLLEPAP
# GSTO1 inh: inhibitors of recombinant GSTO1, primary screen, counter-screen for RBBP9 inhibitor project, biochemical, fluorescence polarization | Glutathione S-transferase omega-1 (Homo sapiens), P78417 | activity-based probe fluorescence polarization | inhibition, % at 5.96 µM | 1.1% of 300,000 active | AID 1974, 2009;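 active means inhibition above the campaign mean inhibition plus 3 SD, cut at about 35% in these data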;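 further: 0% = GSTO1-1 with DMSO and 100% = wells lacking GSTO1-1 enzyme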
# Target sequence (P78417 whole entry, looked up): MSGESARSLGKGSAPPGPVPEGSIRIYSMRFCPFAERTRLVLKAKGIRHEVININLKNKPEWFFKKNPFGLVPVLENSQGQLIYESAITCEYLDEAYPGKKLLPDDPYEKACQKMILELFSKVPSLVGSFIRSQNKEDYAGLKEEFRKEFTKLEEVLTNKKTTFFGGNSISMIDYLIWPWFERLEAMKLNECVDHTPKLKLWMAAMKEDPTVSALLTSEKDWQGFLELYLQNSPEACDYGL
# ZTA counter: counter-screen for EBNA-1 inhibitors: inhibitors of Epstein-Barr virus ZTA. AID 2234. ZTA-DNA binding, fluorescence polarization. inhibition, % at 11 µM. 0.15% of 320,000 active. P03206; in the data active means inhibition above about 33%
# Target sequence (P03206 whole entry, looked up): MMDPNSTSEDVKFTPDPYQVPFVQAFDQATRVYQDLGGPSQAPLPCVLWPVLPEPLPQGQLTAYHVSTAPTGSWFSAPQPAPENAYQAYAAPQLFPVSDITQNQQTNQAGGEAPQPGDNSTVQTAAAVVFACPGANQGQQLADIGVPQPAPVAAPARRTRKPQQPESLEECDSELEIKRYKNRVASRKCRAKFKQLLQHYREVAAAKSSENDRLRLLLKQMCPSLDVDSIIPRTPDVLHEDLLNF
# PAD4 inh: human PAD4 inhibitors, primary screen, biochemical, fluorescence polarization, 1536-well format; recombinant PAD4, RCA probe fluorescence polarization; inhibition, % at 6.36 µM; 0.41% of 330,000 active; AID 485272, 2010;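 active means percent inhibition above a cutoff equal to the mean of all tested compounds plus 3 SD, cut at about 15% in these data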;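 further: 0% = PAD4 with RCA probe and DMSO and 100% = probe without PAD4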
# PREPL inhibitor: PREPL enzyme inhibitors, primary screen, biochemical, fluorescence polarization. Prolyl endopeptidase-like (Homo sapiens), Q4J6C6. recombinant PREPL, fluorescence polarization activity-based probe. inhibition, % at 5.96 µM. 0.68% of 320,000 active. AID 2751, 2010; in the data active means inhibition above about 43%;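 further: 0% = enzyme with DMSO and 100% = wells lacking enzyme; many of its hits are not listed in these tables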
# EBNA-1 inh: EBNA-1 DNA-binding inhibitors, primary screen, biochemical, fluorescence polarization. inhibition, % at 14.8 µM. 0.34% of 300,000 active. AID 1950, 2009; in the data active means inhibition above about 28%
# PAFAH2 inh: PAFAH2 enzyme inhibitors, primary screen, biochemical, fluorescence polarization, human; recombinant PAFAH2, FP-rhodamine activity probe; inhibition, % at 3.39 µM; 0.99% of 340,000 active;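 active means inhibition above the mean over all tested compounds plus 3 SD, cut at about 30% in these data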;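 further: inhibitors block probe labeling of enzyme so polarization drops; 0% = enzyme with DMSO and 100% = wells lacking PAFAH2 protein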
# LYPLA2 inh: LYPLA2 inhibitors, primary screen, counter-screen for PME1 inhibitor project, biochemical, fluorescence polarization, FP-Rh probe ABPP; Acyl-protein thioesterase 2 (Homo sapiens), O95372; recombinant LYPLA2; inhibition, % at 5.9 µM; 0.38% of 320,000 active;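 active means inhibition above the screen-wide mean plus 3 SD, limit set per campaign, cut at about 26% in these data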;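 further: 0% = LYPLA2 with DMSO and 100% = wells lacking LYPLA2 enzyme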
# Target sequence (O95372 whole entry, looked up): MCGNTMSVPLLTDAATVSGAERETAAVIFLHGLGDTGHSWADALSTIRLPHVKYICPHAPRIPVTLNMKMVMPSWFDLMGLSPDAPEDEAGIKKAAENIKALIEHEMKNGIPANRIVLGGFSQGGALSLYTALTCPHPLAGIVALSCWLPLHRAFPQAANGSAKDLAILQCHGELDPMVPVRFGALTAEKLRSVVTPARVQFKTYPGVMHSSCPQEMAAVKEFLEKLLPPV
# Active calls of the source: *; . = no result given. This is a subset; rates above refer to the full screens.
# Every second line gives: LYPLA1 counter	PAFAH1B3 FP inh	GSTO1 inh	ZTA counter	PAD4 inh	PREPL inhibitor	EBNA-1 inh	PAFAH2 inh	LYPLA2 inh
CC1CC(C)CN(C(=O)CSCC(=O)O)C1 (stereo unspecified)
 : -1	2	7	-34	0	18	-5	0	4
CCN(CC)CCCNC(=S)Nc1ccc(Br)cc1
 : -5	11	14	9	1	1	-6	-1	-4
NC(=S)N/N=C\c1c2ccccc2cc2ccccc12
 : 0	6	0	13	3	13	4	13	-5
Cc1n[nH]c(=O)c2c1nnn2Cc1ccc(F)cc1
 : 1	9	1	3	-2	17	5	-9	0
COc1ccc([C@H]2CC(=O)C=C(c3ccc(C)c([N+](=O)[O-])c3)C2)cc1
 : 18*	6	.	-33	-4	10	.	-6	15
COc1cccc(-c2nc(NCc3ccco3)c3ccccc3n2)c1O
 : 0	14	3	-4	1	21	8	15	7
O=C(NCc1ccco1)C(c1ccccc1F)N(CC1CCCO1)C(=O)Cn1nnc2ccccc21 (stereo unspecified)
 : 1	2	7	-1	-1	-7	-4	-5	2
COc1cc(S(=O)(=O)NCC2CCCO2)c(OC)cc1Cl (stereo unspecified)
 : 1	7	-9	11	0	2	6	-5	0
O=C(CCOc1ccccc1)Nc1ccc(Br)cc1
 : -4	11	4	0	-2	-31	5	-6	4
CSc1ccccc1NC(=O)Cn1ccsc1=N
 : -7	9	5	-2	0	-3	-1	-6	-1
S=C(NCc1ccccc1)N1CCCCC1
 : -1	-5	4	11	1	1	-5	6	-6
N#CC1(NC(=O)CSc2nnc(-c3ccccc3F)n2N)CCCCC1
 : 0	6	-4	-3	-1	-7	-2	0	-2
O=C(NCc1ccc(Cl)cc1)c1ccc(Cl)cc1[N+](=O)[O-]
 : -3	-4	-2	-5	4	12	-13	4	0
COC(=O)C(C)(C(=O)OC)c1ccc([N+](=O)[O-])cn1
 : 1	5	6	-3	-2	1	2	5	2
CC(OC(=O)/C=C/c1ccccc1)C(=O)Nc1ccc(C(N)=O)cc1 (stereo unspecified)
 : -2	2	.	7	-2	4	.	-1	5
O=C(Nc1nnc(SCc2ccccc2Cl)s1)C1COc2ccccc2O1 (stereo unspecified)
 : 2	5	-34	12	-6	2	3	52*	7
N#C/C(=C\c1ccc(Cl)cc1)C(=O)Nc1cccnc1
 : 5	6	1	-3	2	15	11	-4	8
CCN(Cc1nc2ccccc2c(=O)[nH]1)C(=O)C1CC(=O)N(c2cccc3ccccc23)C1 (stereo unspecified)
 : -1	-3	.	11	-1	0	.	-4	-2
Cc1nc2cc(N3CCCCC3)c(NC(=O)c3ccncc3)cc2c(=O)n1Cc1ccc(Cl)cc1
 : -4	.	5	-1	1	7	-2	.	2
C=CCOc1ccc(Br)cc1CNCCCN1CCOCC1
 : 1	2	7	-22	-3	15	-4	5	3

# Structures shown so far that contain bromine (three):
# Every second line gives: LYPLA1 counter	PAFAH1B3 FP inh	GSTO1 inh	ZTA counter	PAD4 inh	PREPL inhibitor	EBNA-1 inh	PAFAH2 inh	LYPLA2 inh
CCN(CC)CCCNC(=S)Nc1ccc(Br)cc1
 : -5	11	14	9	1	1	-6	-1	-4
O=C(CCOc1ccccc1)Nc1ccc(Br)cc1
 : -4	11	4	0	-2	-31	5	-6	4
C=CCOc1ccc(Br)cc1CNCCCN1CCOCC1
 : 1	2	7	-22	-3	15	-4	5	3

# Going on with the list.
# Every second line gives: LYPLA1 counter	PAFAH1B3 FP inh	GSTO1 inh	ZTA counter	PAD4 inh	PREPL inhibitor	EBNA-1 inh	PAFAH2 inh	LYPLA2 inh
CCCCNS(=O)(=O)c1ccc2nc(-c3cccnc3)cc(C(=O)NC3CC3)c2c1
 : -3	5	3	4	4	4	3	-2	-4
Cc1ccc(-n2cccc2/C=N/n2cnnc2)cc1Cl
 : 1	3	1	-15	0	-10	-14	-4	3
Cc1ccc(NC(=O)CN(C)C(=O)c2ccc(Cl)c([N+](=O)[O-])c2)cc1
 : 0	5	2	8	-4	11	2	4	-2
CCN(CC)CCCNC(=O)c1cc(-c2ccccc2)c(N2CCCCC2)s1
 : 0	0	7	9	1	16	-6	-4	0
COc1c(Cl)cc(Cl)cc1CNCCNCC(C)O (stereo unspecified)
 : 0	3	4	0	0	-19	-8	-8	1
CCOc1c(C(N)=O)c(-c2ccccc2)c2c(=O)[nH]c3ccccc3n12
 : 4	-9	3	18	2	13	13	4	16
CCC(=NCc1ccco1)c1c(C(F)(F)F)[nH]n(-c2nc3ccccc3s2)c1=O
 : -5	-3	-43	-1	-1	1	-5	-2	-4
CCOc1ccc(C(O)(c2ccccc2OC)C(CN2CCCC2)c2ccccc2)cc1 (stereo unspecified)
 : -1	6	5	-6	-2	-6	6	0	1
Cn1nccc1C(=O)Nc1ccc(Cl)cc1
 : 0	5	4	6	-1	-6	-3	-9	3
O=C(c1ccco1)[C@@H]1[C@@H]2C(=O)N(c3ccccc3)C(=O)[C@@H]2C2c3ccccc3C=CN21 (stereo partly specified)
 : 4	15	37*	-13	-1	15	-7	20	4
O=C(COC(=O)COc1ccccc1)NCc1ccccc1
 : -1	2	2	-5	-46	-1	-3	-2	4
O=C1CSC(c2ccc(Cl)cc2)N1C1CCCCC1 (stereo unspecified)
 : 1	6	1	9	0	4	1	7	-1
O=C(Cn1cnc2sc(-c3ccccc3)cc2c1=O)NCCc1ccccc1
 : 1	-4	4	5	-2	-10	-3	-9	-2
Cn1c(=O)c(-c2cccc(Cl)c2)c(O)c2ccccc21
 : 2	0	-3	-5	3	-2	12	6	0
CC(NC(=O)Cc1cccs1)C(c1cccs1)N1CCN(c2ccccc2)CC1 (stereo unspecified)
 : -2	-2	3	7	-3	6	12	3	3
O=C(c1ccc(-n2cccn2)cc1)N1CCc2c([nH]c3ccccc23)C1c1ccccn1 (stereo unspecified)
 : 0	3	6	8	-2	-18	-9	0	-1
Cc1nn(C(C)C(=O)NCC2CCCO2)c(=O)c2cc3occc3n12 (stereo unspecified)
 : 2	1	7	13	1	-7	1	4	-4
COc1ccc(N(CC(=O)NCC2CCCO2)C(=O)CCC(=O)Nc2cc(C)on2)cc1OC (stereo unspecified)
 : 2	-7	0	-1	2	-3	2	-18	0
Cc1ccccc1C(=O)Nc1nncs1
 : 0	2	-1	-5	-2	-7	-10	6	-1
Cc1ccc(-c2cnc(-c3ccccc3C(=O)O)o2)cc1
 : -3	-9	-4	0	2	-6	-1	-2	-10
Cc1ccnc2c(N3C(=O)C4C5C=CC(C5)C4(C)C3=O)cccc12 (stereo unspecified)
 : 5	11	4	3	2	-4	-2	5	5
OC(CNc1nc(-c2cccnc2)nc2ccccc12)c1ccccc1 (stereo unspecified)
 : -1	7	-2	5	-6	21	-1	4	-5
Cc1ccc(-c2noc(C3CCCN(C(=O)c4ccccc4Br)C3)n2)cc1 (stereo unspecified)
 : 0	-1	-3	-7	-5	6	-11	0	4
COc1ccccc1/C=C/CN1CC(C)OC(C)C1 (stereo unspecified)
 : -3	0	-2	1	-4	11	-2	6	1
CC(CNS(=O)(=O)c1ccccc1)(c1ccccc1)N1CCOCC1 (stereo unspecified)
 : 1	8	-2	4	-2	-5	-5	5	3
Cc1cc(=S)cc(C)n1CCO
 : 2	5	-1	14	3	0	-3	6	0
Fc1cccc(CSc2nnc3ccc(-c4ccncc4)nn23)c1
 : -2	18	-6	-1	-6	-10	-3	-6	1
c1ccc2c(c1)CC1(CCCC1)N=C2N1CCOCC1
 : -1	2	-1	-6	6	7	4	7	-6
Cc1cccc(C(=O)N[C@H](C(=O)Nc2cc(S(=O)(=O)N3CCCCC3)ccc2C)C(C)C)c1
 : -3	0	-1	2	-4	2	10	2	-7
CCC(C)N(C(=O)c1csnn1)C(C(=O)NCc1ccc(F)cc1)c1ccco1 (stereo unspecified)
 : -2	6	-3	-9	-3	9	-13	1	-4
CCN(CC)CCNC(=O)c1cc2c(-c3cccc(OC)c3)nn(C)c2s1
 : -5	13	-2	-19	-1	-53	-3	3	-10
O=C(O)COc1ccccc1/C=N/NC(=O)c1cccc(S(=O)(=O)N2CCOCC2)c1
 : 1	7	6	11	-2	-6	3	-1	3
COc1cc(CN(C2CCCCC2)S(=O)(=O)c2ccc(S(=O)(=O)N(C)C3CCCCC3)cc2)cc(OC)c1OC
 : -1	-4	1	-12	-4	6	0	-2	1
CN(C(=O)CCc1nnc(CCCCc2ccccc2)o1)C1CCOCC1
 : -1	7	12	-22	1	21	3	-5	2
CN(CC(=O)O/N=C(\N)c1ccc([N+](=O)[O-])cc1)S(=O)(=O)c1ccc2ccccc2c1
 : 1	-4	-2	-16	-1	-34	0	8	59*
CC1(N(O)C=C2C=CC(=O)C=C2)CCCCC1=O (stereo unspecified)
 : 1	1	2	0	1	13	-3	-5	-8
Cc1cc(C(=O)N2CCCC(C(=O)c3ccc4ccccc4c3)C2)n(C)n1 (stereo unspecified)
 : -1	13	10	-7	1	20	-10	0	0
COc1cccc2c1OC[C@@H](CO)[C@H]2N(C)C(=O)Nc1ccc(Cl)cc1Cl
 : -2	13	0	-11	0	10	-5	1	-2
CC(OC(=O)c1cc2ccccc2[nH]1)C(=O)N(C)c1ccccc1 (stereo unspecified)
 : .	3	.	.	-4	-7	.	-2	.
Cc1ccccc1-n1nnnc1SCC(=O)c1c(N)n(C)c(=O)n(C)c1=O
 : 2	8	-1	-10	-3	9	4	0	4
Nc1nc(CN2CCN(c3ccccc3F)CC2)nc(Nc2ccc3c(c2)OCCO3)n1
 : 0	14	7	22	-5	20	1	3	-5
Cc1ccc(CNC(=O)CCC2CCCN(C(=O)c3ccc4c(c3)OCO4)C2)o1 (stereo unspecified)
 : 4	3	0	3	8	7	-5	-3	9
Cc1cc(NC(=O)c2ccc(Cl)cc2)ccc1NC(=O)c1ccccc1Cl
 : -1	3	2	-1	-5	19	13	-5	6
O=C(NCc1ccco1)C1CCN(C(=O)c2cc3sccc3n2Cc2ccc(Cl)cc2)CC1
 : -2	-7	0	-7	1	25	0	2	2
CN(CC(=O)Nc1cccc(F)c1)C(=O)c1ccc(COc2ccccc2)cc1
 : -1	0	1	-5	3	-9	6	-1	4
O=C(CSc1ccc2c(c1)OCCO2)NC(=O)NC1CCCC1
 : -1	-5	17	-6	-3	3	4	-1	3
CCOC(=O)c1ccc2c(c1)N(CC(=O)N1CCCCC1)C(=O)C(C)(C)O2
 : 0	12	-1	-3	-6	4	-8	9	-2
COc1ccc(/C=C2\CCC(C3CCCC3)C2=O)c(OC)c1OC (stereo unspecified)
 : 1	8	1	-3	5	16	3	10	5
Nn1c(Cc2ccccc2F)nnc1SCC(=O)Nc1cccc(S(=O)(=O)NC2=NCCCCC2)c1
 : 3	4	-6	2	-3	4	-12	-1	-2
CC(/C=N/NC(=O)Cn1cnc2c1c(=O)n(C)c(=O)n2C)=C\c1ccccc1
 : 0	5	-2	15	-4	16	9	0	17
CC(C)(C)NC(=O)C(=O)NNC(=O)c1cccc(F)c1
 : 6	4	5	-5	-2	2	-11	2	0
COCCn1c(SCc2nc3scc(-c4ccc(Cl)cc4)c3c(=O)[nH]2)nnc1-c1cccc(C)c1
 : -5	0	-8	-7	-3	-3	-4	-14	-9

# Source: PubChem
